Screening results (PubChem BioAssay)
CCHFV vOTU inh: blocks the CCHF virus ovarian tumor domain protease | AID 651958 | 370,000 compounds, 0.55% hits | CCHFV vOTU protease, Pep-AMC fluorescence | inhibition, % at 11.5 µM; also: 0% = vehicle wells with enzyme and 100% = no enzyme wells
BoNT-F LC inh: blocks Botulinum neurotoxin F light chain protease | Multiplex microsphere protease cleavage assay, flow cytometry | inhibition, % at 10 µM | 360,000 compounds, 0.22% hits | AID 588497; in the data active = inhibition above about 35%, passing the limit was not always enough; inconclusive = no clear call, values can overlap the other calls; also: plate controls were buffer without enzyme for full effect and enzyme alone for no effect
VHR inh abs: inhibitors of human VHR1 phosphatase (DUSP3); recombinant VHR phosphatase, pNPP absorbance; AID 1654; 290,000 compounds, 0.52% hits; inhibition, % at 13.3 µM; in the data active = inhibition above about 50%; also: some compounds called inactive have numbers as strong as hits
Target sequence (P51452 whole entry, looked up): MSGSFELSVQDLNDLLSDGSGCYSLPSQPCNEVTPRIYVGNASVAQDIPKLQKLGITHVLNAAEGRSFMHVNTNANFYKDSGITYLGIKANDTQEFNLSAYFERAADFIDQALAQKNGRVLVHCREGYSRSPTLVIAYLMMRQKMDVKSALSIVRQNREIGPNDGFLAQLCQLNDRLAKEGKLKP
Rv3671c protease: inhibits the M. tuberculosis serine protease Rv3671c. AID 2606. inhibition, % at 5.96 µM. P9WHR9. 320,000 compounds, 0.048% hits; in the data active = inhibition above about 38%;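 also: extracellular domain of Rv3671c used as enzyme; 0% = enzyme with DMSO and 100% = no enzyme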
Mtb UGM inh: blocks M. tuberculosis UGM enzyme | 320,000 compounds, 0.06% hits | purified UGM, fluorescence polarization probe displacement | P9WIQ1 | inhibition, % at 10 µM; in the data active = inhibition above about 10%, passing the limit was not always enough; inconclusive = no clear call, values can overlap the other calls
Target sequence (P9WIQ1 whole entry, looked up): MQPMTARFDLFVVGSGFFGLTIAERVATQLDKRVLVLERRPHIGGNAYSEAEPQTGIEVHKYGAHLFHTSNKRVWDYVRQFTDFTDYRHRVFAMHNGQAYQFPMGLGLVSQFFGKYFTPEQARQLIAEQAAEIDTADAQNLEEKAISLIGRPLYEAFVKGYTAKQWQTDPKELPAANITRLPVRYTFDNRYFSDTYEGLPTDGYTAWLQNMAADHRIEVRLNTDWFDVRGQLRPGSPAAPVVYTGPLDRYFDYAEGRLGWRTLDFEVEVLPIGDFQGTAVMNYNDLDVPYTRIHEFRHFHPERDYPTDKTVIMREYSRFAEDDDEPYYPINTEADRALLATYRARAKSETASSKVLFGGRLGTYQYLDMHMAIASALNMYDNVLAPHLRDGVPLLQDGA
BioA inh: blocks M. tuberculosis BioA enzyme activity; purified M. tuberculosis BioA enzyme, plate reader; inhibition, % at 9.99 µM; 360,000 compounds, 0.096% hits; AID 602481; in the data active = inhibition above about 40%; inconclusive = no clear call, values can overlap the other calls
FadD28 FP inh: blocks FadD28 binding to the bisubstrate probe | fluorescence polarization | inhibition, % at 12.5 µM | 360,000 compounds, 0.22% hits | AID 588549; in the data active = inhibition above about 8.5%, passing the limit was not always enough; inconclusive = no clear call, values can overlap the other calls
GDH-TPI inh: counter-screen for M. tuberculosis FBA inhibitors: GDH-TPI coupled enzymes; inhibition, % at 4.8 µM; 360,000 compounds, 1.2% hits; GDH-TPI coupled enzyme counterscreen, NADH absorbance; AID 588335;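 also: 0% = DMSO wells and 100% = wells lacking the enzyme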
Mtb FBA inh: Mtb fructose-bisphosphate aldolase inhibition; P9WQA3; purified M. tuberculosis FBA, fluorescence read-out; inhibition, % at 1 µM; 360,000 compounds, 2.3% hits; AID 588726; in the data active = inhibition above about 27%;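 also: 0% = vehicle and 100% = reference inhibitor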
Target sequence (P9WQA3 whole entry, looked up): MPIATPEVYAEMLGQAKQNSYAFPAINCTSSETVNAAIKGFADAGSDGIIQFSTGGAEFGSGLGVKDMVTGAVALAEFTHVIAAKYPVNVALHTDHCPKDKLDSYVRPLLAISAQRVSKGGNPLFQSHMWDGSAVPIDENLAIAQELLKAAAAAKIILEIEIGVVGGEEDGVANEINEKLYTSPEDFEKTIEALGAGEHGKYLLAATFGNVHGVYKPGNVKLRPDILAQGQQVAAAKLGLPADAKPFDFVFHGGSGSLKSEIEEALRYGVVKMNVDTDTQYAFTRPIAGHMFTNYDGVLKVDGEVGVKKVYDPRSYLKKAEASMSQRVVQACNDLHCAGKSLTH
MazEF act: MazEF (E. coli) toxin RNase activation | activation, % at 20 µM | P0AE70 | AID 504720 | FAM/BHQ RNA-DNA oligo cleavage fluorescence, 5 h | 350,000 compounds, 0.32% hits; in the data active = activation above about 50%
Target sequence (P0AE70 whole entry, looked up): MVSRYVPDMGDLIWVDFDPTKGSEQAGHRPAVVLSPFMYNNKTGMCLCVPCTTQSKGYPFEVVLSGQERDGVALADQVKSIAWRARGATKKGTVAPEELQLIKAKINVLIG
Numbers without * were called inactive; ? = inconclusive; . = no result given. Rule as the data show it, unless noted: active = inhibition above about 30%; inactive = the rest. Compounds were not picked by outcome, and some 4.9% of all compounds hit somewhere here.

item	Compound	CCHFV vOTU inh	BoNT-F LC inh	VHR inh abs	Rv3671c protease	Mtb UGM inh
1	OCC[C@@H]1C[C@H](O)[C@@H](O)[C@@]2(CCc3ccccc3O2)O1	2	-7	13	-11	-1.4
2	Cc1cc(C)n2cc(CSCC(=O)O)nc2n1	-43	-5	30	1	0.6
3	COc1ccc(C(O)c2nc(-c3ccc(C)c(C)c3)cs2)cc1 (centres undefined)	14	0	.	.	.
4	CC(C)Cc1nnc(NC(=O)CCC(=O)NCc2ccccc2Cl)s1	-4	5	10	-4	1.2
5	O=C(C1=C[C@H](c2coc3ccccc3c2=O)C[C@H](OCCCCO)O1)N1CCN(Cc2ccccc2)CC1	-13	9	18	-5	1.8
6	Clc1ccc(C(c2nnnn2C2CCCC2)N2CCSCC2)cc1 (centres undefined)	3	2	22	-2	1.4
7	Cc1ccc(OCC(=O)NNC(=O)c2cc(S(=O)(=O)N(C)C)ccc2N2CCCC2)cc1	33*	-2	.	.	.
8	COc1ccc(OCC(=O)N2CCN(S(=O)(=O)c3ccccc3[N+](=O)[O-])CC2)cc1	6	-2	8	8	1.7
9	COc1ccc(NC(=O)c2c(F)cccc2F)cc1S(=O)(=O)Nc1ccc(Br)cc1	-4	-9	-10	-45	.
10	C/C(=N\O)c1c(O)cc(-c2ccccc2)n(-c2ccccc2)c1=O	-9	-7	28	5	0.4
11	Cc1cc(C(=O)NCC(=O)OC(C)C(=O)N2CCOCC2)ccc1[N+](=O)[O-] (centres undefined)	12	-6	.	8	1.0
12	c1ccc(OCc2nc3ccccc3[nH]2)cc1	8	-2	-2	-2	-1.3
13	CCOC(=O)Cc1csc(NC(=O)Cc2ccc([N+](=O)[O-])cc2)n1	-8	0	-4	5	0.5
14	CCOC(=O)C1CCCN(C(=O)c2cn(CC)c(=O)c3cc(OC)c(OC)cc23)C1 (centres undefined)	2	2	19	5	-0.7
15	COc1ccc(N(C(=O)CCl)C(C)(C(=O)Nc2c(C)cccc2C)c2ccccn2)cc1 (centres undefined)	.	5	-2	-5	-0.6

item	BioA inh	FadD28 FP inh	GDH-TPI inh	Mtb FBA inh	MazEF act
1	-2.3	-2.1	-2	0	-2
2	.	-3.3	12	123*	13
3	-0.4	-3.9	4	-5	.
4	.	-1.9	0	2	-18
5	0.0	-3.0	-11	2	3
6	1.0	-3.3	2	0	-3
7	0.0	0.7	12	-2	0
8	.	-3.8	-2	1	1
9	3.1	-0.7	2	-2	-4
10	0.4	-5.3	0	2	3
11	-1.8	-1.5	11	2	1
12	.	0.5	-13	2	2
13	.	1.7	9	-4	3
14	-0.8	-1.6	16	0	3
15	.	-3.1	5	-2	4

The list goes on; it opens with the four that closed the last part.
item	Compound	CCHFV vOTU inh	BoNT-F LC inh	VHR inh abs	Rv3671c protease	Mtb UGM inh
12	c1ccc(OCc2nc3ccccc3[nH]2)cc1	8	-2	-2	-2	-1.3
13	CCOC(=O)Cc1csc(NC(=O)Cc2ccc([N+](=O)[O-])cc2)n1	-8	0	-4	5	0.5
14	CCOC(=O)C1CCCN(C(=O)c2cn(CC)c(=O)c3cc(OC)c(OC)cc23)C1 (centres undefined)	2	2	19	5	-0.7
15	COc1ccc(N(C(=O)CCl)C(C)(C(=O)Nc2c(C)cccc2C)c2ccccn2)cc1 (centres undefined)	.	5	-2	-5	-0.6
16	O=C(O)CCc1ccc(-c2ccc(Br)cc2)n1-c1ccc(O)cc1	0	4	2	.	-0.9
17	NC(=O)C1CCN(S(=O)(=O)c2ccc3c(c2)OCCO3)CC1	-4	-1	-2	4	2.8
18	Cc1ccsc1C1NC(=O)c2c(sc3c2CCN(C)C3)N1 (centres undefined)	-55	-131	0	-3	-2.3
19	O=S(=O)(Cc1cc(Sc2ccc(Cl)cc2)nc(-c2ccccc2)n1)c1ccccc1	10	-9	16	3	-1.4
20	COc1ccc(OC)c(NC(=O)c2cnc3n(c2=O)CCS3)c1	9	-2	12	-4	2.2
21	COc1ccc(C(=O)NCc2cccs2)cc1S(=O)(=O)N1CCOCC1	-1	-5	6	5	1.4
22	Cc1ccc(-c2nc3ccccc3[nH]2)cc1NC(=S)NC(=O)c1ccccc1Br	10	-1	18	-184	2.1
23	CCCSc1ccc([C@H]2N[C@@](CC(C)C)(C(=O)OC)[C@H]3C(=O)N(C)C(=O)[C@@H]23)cc1	-2	-2	.	-3	-3.1
24	COc1cc(C2C(C(=O)Nc3ccccc3OC)=C(C)Nc3ncnn32)ccc1O (centres undefined)	-7	-6	21	12	4.8
25	O=C(NC1CCCC1)C(c1ccc(Cl)cc1)N1CCc2ccccc21 (centres undefined)	5	-7	17	3	-0.2
26	Cc1ccccc1NC(=O)CSc1nc2ccc(Nc3nc(N4CCOCC4)nc(N4CCOCC4)n3)cc2s1	-4	1	4	.	.
27	O=C(O)C1CCC(Cn2c(SCc3cc(=O)n4cc(Br)ccc4n3)nc3ccsc3c2=O)CC1 (centres undefined)	13	-1	22	-1	-0.4
28	Cc1cccc(NC(=O)c2ccc(Cn3cc(C(F)(F)F)ccc3=O)cc2)c1	-3	0	35	-4	-1.1
29	COc1cc2c(cc1OC)CN(CC(=O)Nc1ccc(C)c(C)c1)CC2	-4	6	38	3	2.8
30	CCOc1ccc(C(=O)NC(=S)Nc2ccccc2N2CCOCC2)cc1Br	-4	-2	5	4	0.7

item	BioA inh	FadD28 FP inh	GDH-TPI inh	Mtb FBA inh	MazEF act
12	.	0.5	-13	2	2
13	.	1.7	9	-4	3
14	-0.8	-1.6	16	0	3
15	.	-3.1	5	-2	4
16	9.5	3.0	10	5	-10
17	.	-1.1	-14	-2	2
18	-6.9	0.6	12	44*	-88
19	.	-0.1	10	5	-7
20	2.2	-2.6	23	0	8
21	0.2	0.9	-4	0	4
22	0.4	-1.6	0	-1	-18
23	1.7	-5.0	-2	1	7
24	-0.9	2.7	7	9	2
25	-0.3	-2.6	12	8	6
26	-0.6	-3.4	10	-1	-4
27	.	0.3	8	1	-6
28	0.5	-1.7	4	-1	8
29	-0.2	-0.9	-8	0	-3
30	.	-3.8	7	6	0

Going on with the list:
item	Compound	CCHFV vOTU inh	BoNT-F LC inh	VHR inh abs	Rv3671c protease	Mtb UGM inh
31	CC1CC(C)CN(C(=O)COC(=O)CCCN2C(=O)c3cccc4cccc(c34)C2=O)C1 (centres undefined)	4	9	18	4	0.2
32	COc1ccc(C2=NCCn3nc4cc([N+](=O)[O-])ccc4c32)cc1	7	-15	.	-7	-0.2
33	CN(C)S(=O)(=O)c1cccc(C(=O)c2nccn2C)c1	-7	-2	6	10	-0.8
34	COc1ccc(OC)c(NC(=O)CSc2nnc(CNC(=O)c3ccco3)o2)c1	4	-4	22	-5	-0.9
35	CCCS(=O)(=O)C(=C(Nc1ccccc1)Nc1ccccc1)S(=O)(=O)CCC	-6	6	19	-8	-1.7
36	O=C(Nc1ncc(Cc2cccc(Cl)c2)s1)C1=NCCN1	-1	-6	10	-5	-2.3
37	Cc1cc(C)c(C)c(S(=O)(=O)N2CCC(C(=O)Nc3ccccc3N3CCOCC3)CC2)c1C	-4	-6	2	-17	-0.6
38	C=CCn1c(SCC(=O)NCc2ccccc2)nnc1-c1cc(Br)ccc1O	-3	-4	39	3	-0.9
39	CCC(C)(C)NC(=O)Cc1ccc(Cl)cc1	-10	2	20	0	0.7
40	COc1ccccc1N1CCN(/N=C/c2cc(Br)ccc2F)CC1	-6	?	2	7	-1.4
41	Cc1cccc(N2CCN(C(=O)Cc3ccc(-n4c(=O)[nH]c5ccsc5c4=O)cc3)CC2C)c1 (centres undefined)	-9	0	8	-3	1.7
42	COc1ccc(C(=O)OCC(=O)NC2CCCC2)c(OC)c1	-13	10	-2	0	-0.3
43	N=c1n(CC(=O)c2cccc([N+](=O)[O-])c2)c2ccccc2n1Cc1ccccc1	2	-4	8	3	0.1
44	CCCCCCCn1c(=O)c(C(=O)Nc2cnccn2)c(O)c2ccccc21	-19	.	4	3	-0.7
45	O=C(CSc1nnc(NC(=O)c2ccco2)s1)NC1CCCCC1	-2	-24	-1	-5	1.4

item	BioA inh	FadD28 FP inh	GDH-TPI inh	Mtb FBA inh	MazEF act
31	0.4	-5.2	-2	21	10
32	-1.6	0.7	17	7	-6
33	.	-2.4	-4	2	2
34	-2.1	1.5	3	-2	-1
35	.	-2.0	13	3	-5
36	-1.1	-2.5	19	1	-7
37	.	-1.4	6	-2	-11
38	1.5	-3.4	-17	-4	3
39	.	-2.8	3	7	-24
40	-1.1	-0.5	5	-1	-2
41	6.5	-2.7	3	1	0
42	-1.4	2.1	9	-1	0
43	0.7	-2.3	-2	7	15
44	0.3	-1.4	3	-2	0
45	-2.4	-2.6	27	3	2

The list continues:
item	Compound	CCHFV vOTU inh	BoNT-F LC inh	VHR inh abs	Rv3671c protease	Mtb UGM inh
46	CC(C)(C)C(=O)[C@@H]1[C@@H]2C(=O)N(C3CCCCC3)C(=O)[C@@H]2[C@H]2c3ccccc3C=CN12	33*	2	-6	-19	-1.0
47	O=C(CN1C(=O)C(=O)N(C2CCCC2)C1=O)Nc1ccc(OC(F)F)cc1	1	-5	.	-6	0.7
48	O=C(NCC1CCCN(C(=O)c2cscn2)C1)c1ccccc1Cl (centres undefined)	-2	-6	7	2	-2.0
49	Cc1cccc(NC(=O)COC(=O)CC2CCCC2)c1C	-7	-32	.	.	.
50	CN1C(=O)C(=Cc2cn(CC(=O)N3CCCCC3)c3ccccc23)C(=O)N(C)C1=O	.	-6	-10	0	0.9
51	CCOC(=O)Cn1c(S(=O)(=O)Cc2ccccc2Cl)nc(-c2ccccc2)c1-c1ccccc1	.	-9	9	-10	-1.9
52	CCNS(=O)(=O)c1ccc(CCC(=O)Nc2cc(Cl)ccc2Oc2ccccc2)cc1	-2	-15	24	-14	-1.3
53	O=C(Nc1ccc(Cl)cc1)Nc1cnccn1	9	2	18	5	0.1
54	CCCCNc1c(-c2ccc(OC)c(Sc3ccc(OC)cc3)c2)nc2ccc(Cl)cn12	8	-3	.	0	5.3
55	COc1ccc(CNC(=O)CN(C(=O)c2cc3sccc3n2C)C2CCCC2)cc1	3	-2	11	11	0.2
56	O=C(CCc1ccccc1)Nc1cccc(S(=O)(=O)N2CCOCC2)c1	-7	-1	.	6	-0.6
57	CCCC1CCC(=NNC(=O)CNc2ccc(OC)cc2)CC1 (centres undefined)	0	-14	8	1	1.0
58	CCOc1ccc(-c2nc(C#N)c(N3CCN(CC)CC3)o2)cc1	-9	0	16	0	2.7
59	Cc1nnc(SCC(=O)Nc2nnc(-c3ccccc3)o2)s1	0	10	.	8	1.4

item	BioA inh	FadD28 FP inh	GDH-TPI inh	Mtb FBA inh	MazEF act
46	-0.1	-2.7	10	-1	-2
47	-1.5	-1.7	-2	1	6
48	.	-2.7	3	-2	5
49	0.6	-2.1	11	4	-4
50	-4.7	-2.6	-1	0	4
51	.	-2.4	-12	1	-9
52	-1.0	0.9	-2	1	4
53	.	-0.8	-4	0	9
54	0.7	-0.2	14	8	-8
55	-1.4	-1.2	0	1	4
56	1.3	-2.8	-6	0	-2
57	.	-1.5	10	2	4
58	0.0	-4.6	28	59*	-2
59	.	-0.5	-6	-2	-2

Complete entries as entered above:
Cc1cccc(NC(=O)COC(=O)CC2CCCC2)c1C in the list: CCHFV vOTU inh = -7; BoNT-F LC inh = -32; VHR inh abs = .; Rv3671c protease = .; Mtb UGM inh = .; BioA inh = 0.6; FadD28 FP inh = -2.1; GDH-TPI inh = 11; Mtb FBA inh = 4; MazEF act = -4
Clc1ccc(C(c2nnnn2C2CCCC2)N2CCSCC2)cc1 (centres undefined) in the list: CCHFV vOTU inh = 3; BoNT-F LC inh = 2; VHR inh abs = 22; Rv3671c protease = -2; Mtb UGM inh = 1.4; BioA inh = 1.0; FadD28 FP inh = -3.3; GDH-TPI inh = 2; Mtb FBA inh = 0; MazEF act = -3
